# Screens: PubChem BioAssay, National Center for Advancing Translational Sciences (NCATS)
# USP1 inh – blocks the human USP1/UAF1 deubiquitinase complex; 390,000 tested, 0.23% active; Potency, µM (highest dose often 57.1 µM), for inactives: top-dose activity change, negative = inhibition, usual class: inhibitors; O94782; recombinant USP1/UAF1, Ub-Rhodamine cleavage fluorescence; further: potency means the concentration at half of the fitted maximal effect; on the % scale 0 is the no-effect control and ±100 the full control effect; nearly all actives have a fitted effect of over 60% in size; inactives centre near -12
#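 High-throughput fluorogenic screen: 1nM USP1/UAF1 complex, Ub-Rho substrate 150nM final, 50mM HEPES pH 7.8 with 0.5mM EDTA, 0.1 mg/ml BSA, 1mM TCEP and 0.01% Tween-20.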
# Glioma ERSR ind – induces the endoplasmic reticulum stress response in human glioma cells | U87-MG GRP78 promoter luciferase reporter, 16 h | Potency, µM, without a hit: at the highest dose activation, most hits filed as activators | 420,000 tested, 0.02% active | AID 602332; further: potency means the concentration at half of the fitted maximal effect; series mostly up to about 76 µM; % of control where 0% means no effect; nearly all actives have a fitted effect of over 35% in size
#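 Stably transfected U87-MG human glioma cells carrying a GRP78-based luminescent sensor were seeded at 1000 cells/well, pin-dosed with compounds and incubated 16 h. Luciferase reagent was then added, and end-point luminescence was read after 10 min at room temperature.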
# RGS4 inh – human RGS4 inhibition; P49798; Transcreener GDP fluorescence polarization, RGS4-accelerated GTP hydrolysis; Potency, µM (highest dose often 114 µM), without a hit: at the top dose activity change, negative = inhibition, hits mostly inhibitors; 390,000 tested, 0.039% active; further: potency means the concentration at half of the fitted maximal effect; on the % scale 0 is the no-effect control and ±100 the full control effect; nearly all actives have a fitted effect of over 75% in size; some results filed as inactive show a strong effect at the top dose
#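 MLSMR compounds (23 nl, pin-transferred) preincubated 10 min at room temperature with a 500nM (2x) first reagent, then RGS4 at 900nM (2x) plus Transcreener GDP mix added; fluorescence polarization (620/688 nm) read before and after 90 min at 30 °C.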
# LDHA inh – inhibitors of human lactate dehydrogenase A; P00338; 480,000 tested, 0.15% active; activity change, % (values are at about 110 or 230 µM); purified LDHA, NADH/diaphorase-resazurin fluorescence; stronger effect = lower value; in the data active means activity change below about -30%; inconclusive means mostly about -25% to -30%;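 further: plate controls were DMSO wells for no effect and wells without enzyme for full effect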
#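 Enzyme activity of human lactate dehydrogenase 5 (2 nM; 0.06 mM NADH, 0.2 mM pyruvate, 5 min, RT) is measured via a resazurin/diaphorase fluorescence readout of residual NADH.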
# Vif-A3G inh – Vif-A3G binding inhibition; Potency, µM (highest dose often 46.1 µM), inactives show at the highest dose activity, negative = active, hits mostly inhibitors; 410,000 tested, 0.076% active; Q9HC16; HeLa A3G-eYFP + Vif (tagged APOBEC3G with the HIV-1 protein that degrades it), YFP fluorescence, overnight;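 further: potency means the concentration at half of the fitted maximal effect; on the % scale 0 is the no-effect control and ±100 the full control effect; nearly all actives have a fitted effect of over 60% in size; hits raise eYFP signal because A3G escapes Vif-driven loss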
# Target sequence (Q9HC16 whole entry, looked up): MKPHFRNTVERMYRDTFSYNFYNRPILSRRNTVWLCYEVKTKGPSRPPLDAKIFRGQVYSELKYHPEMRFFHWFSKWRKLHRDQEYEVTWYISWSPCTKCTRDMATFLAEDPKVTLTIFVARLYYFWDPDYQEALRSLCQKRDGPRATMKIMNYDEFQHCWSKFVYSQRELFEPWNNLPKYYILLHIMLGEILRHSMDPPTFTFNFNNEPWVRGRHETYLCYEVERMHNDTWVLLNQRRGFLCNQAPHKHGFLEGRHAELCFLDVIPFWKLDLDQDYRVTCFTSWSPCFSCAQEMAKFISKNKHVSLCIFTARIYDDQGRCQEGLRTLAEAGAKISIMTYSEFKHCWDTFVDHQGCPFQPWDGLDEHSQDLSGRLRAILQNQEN
#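 Read-out is eYFP fluorescence (Ex 488/Em 500-530) from Vif-expressing HeLa A3G-eYFP cells; more signal means A3G escaped Vif-mediated degradation. Cells plated overnight, compound pinned in, incubated overnight at 37 deg C.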
# TrxR1 substrate – substrates of rat thioredoxin reductase 1; Potency, µM (doses to about 114 µM), for inactives: at the highest dose activity change, negative = substrate turnover; 390,000 tested, 0.01% active; O89049; purified TrxR1 substrate turnover, NADPH consumption readout; AID 588456; further: potency means the concentration at half of the fitted maximal effect; on the % scale 0 is the no-effect control and ±100 the full control effect; nearly all actives have a fitted effect of over 50% in size
# Target sequence (O89049 whole entry, looked up): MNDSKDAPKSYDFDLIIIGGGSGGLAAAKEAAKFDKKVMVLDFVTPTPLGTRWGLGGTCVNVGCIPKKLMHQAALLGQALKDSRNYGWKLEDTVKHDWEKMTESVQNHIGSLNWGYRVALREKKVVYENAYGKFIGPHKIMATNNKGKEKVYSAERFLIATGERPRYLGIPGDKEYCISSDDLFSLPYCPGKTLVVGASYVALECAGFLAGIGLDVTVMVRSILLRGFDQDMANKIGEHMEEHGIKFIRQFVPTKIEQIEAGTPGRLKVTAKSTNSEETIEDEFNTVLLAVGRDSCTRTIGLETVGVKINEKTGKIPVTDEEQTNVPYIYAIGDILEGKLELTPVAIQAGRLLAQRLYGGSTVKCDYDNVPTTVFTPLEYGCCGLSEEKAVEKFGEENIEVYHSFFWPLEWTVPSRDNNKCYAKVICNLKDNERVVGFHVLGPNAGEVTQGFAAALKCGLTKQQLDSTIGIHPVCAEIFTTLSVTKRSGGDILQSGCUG
#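 Rat TrxR1, dispensed at 90 nM, was prereduced with 400 uM NADPH (final) for 5 min at ~22 deg C, then incubated with compound 15 min before 400 uM selenite. A first-read NADPH fluorescence drop versus no-compound background flagged substrates.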
# Vif-APOBEC3F blk – Vif-A3F binding inhibition | 390,000 tested, 0.2% active | Potency, µM (highest dose often 46.1 µM), without a hit: at the highest dose activity, negative = active | HeLa A3F-eYFP + Vif (tagged APOBEC3F with the HIV-1 protein that degrades it), YFP fluorescence increase; further: potency means the concentration at half of the fitted maximal effect; % of control where 0% means no effect; nearly all actives have a fitted effect of over 65% in size
#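 HeLa cells stably expressing A3F-eYFP plus Vif, plated and incubated overnight at 37 deg C, then exposed to compounds overnight at 37 deg C. Blocked degradation read as raised yellow fluorescence (Ex 488/Em 500-530).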
# rTrxR1 inhibitor – rat TrxR1 inhibition; O89049; recombinant rTrxR1, NADPH fluorescence consumption, selenite substrate; Potency, µM (titrated, usually from 114 µM), for the others: at the highest dose activity change, negative = inhibition, actives largely listed as inhibitors; 390,000 tested, 1% active; further: potency means the concentration at half of the fitted maximal effect; on the % scale 0 is the no-effect control and ±100 the full control effect; nearly all actives have a fitted effect of over 65% in size
#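 Rat TrxR1 (90 nM in the dispensed reagent) was pre-reduced with 400 uM NADPH for 5 min at room temperature, then incubated with compound for 15 min. After 400 uM selenite was added, NADPH fluorescence (Ex 340/Em 450 nm) was followed for 8 min.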
# IDH1 R132H inh – inhibitors of human mutant IDH1 R132H; O75874; IDH1-R132H enzyme, NADPH consumption, diaphorase/resazurin fluorescence; Potency, µM (series often up to 76.6 µM), inactives show at the highest dose activity change, negative = inhibition, most hits filed as inhibitors; 390,000 tested, 0.093% active; AID 602179; further: potency means the concentration at half of the fitted maximal effect; on the % scale 0 is the no-effect control and ±100 the full control effect; nearly all actives have a fitted effect of over 65% in size
#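 IDH1-R132H (0.5 ug/mL) preincubated 30 min with compound, then NADPH (0.016 mM) and alpha-KG (2 mM) added; 80 min at RT, pH 7.5. Remaining NADPH coupled via diaphorase/resazurin to fluorescence (540/590 nm); concentration-response curves normalized to no-enzyme control.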
# The depositor's hits bear a star; ? = inconclusive; & = joins results of further samples; [ ] = dose if it differs, or a comment. Unless noted, the call rests on the fitted dose curve; in most records, active means well fitted curve in the direction sought with a large enough effect; inconclusive means small, poorly fitted or top-dose-only effect, or another doubt; inactive means no such curve, though single readings can be large; an effect the other way counts as inactive or inconclusive. Some of the compounds tested (hit frequency here may not be typical).
# Screens in order: USP1 inh	Glioma ERSR ind	RGS4 inh	LDHA inh	Vif-A3G inh	TrxR1 substrate	Vif-APOBEC3F blk	rTrxR1 inhibitor	IDH1 R132H inh
> CS(=O)(=O)c1cccc(C(=O)OCC(=O)NCc2cccs2)c1
 : -4%	-4%	8%	-1	-3%	4%	-1%	12%	2%
> Cn1cc(Cl)c(C(=O)NC2CCCC2)n1
 : -13%	-2%	-16%	-1	3%	12%[57.1 µM]	1%	4%[57.1 µM]	-10%
> CN(C)/C=C/C(=O)c1ncc(C(F)(F)F)cc1Cl
 : -11%	-3%	-16%	-2	0%	-13%	2%	-1%[57.1 µM]	0%
> Nc1ncnc2c1nc(Sc1ccc(Cl)cc1)n2[C@@H]1O[C@@H]2COP(=O)(O)O[C@H]2[C@H]1O
 : -5%	-1%	7%	-19	1%	3%	2%	28%	-3%
> O=C1C2=C(c3ccccc31)[N+](=O)[C@@H]1CCCC[C@@H]1N2[O-]
 : ?	0%	2%	23	-6%	6%	-4%	-1%	20%
> COc1ccc([C@H]2/C=C\CN(S(=O)(=O)c3cccc4cccnc34)[C@@H](C)C(=O)N2Cc2ccc(F)cc2)cc1
 : -28%	-6%	-1%	0	-2%	7%[57.1 µM]	0%	15%	-9%
> O=[N+]([O-])c1ccccc1/C=N/NC1=NCCN1
 : -1%	-5%	-11%	-4	-1%	3%[57.1 µM]	-20%	13%[57.1 µM]	3%
> Cc1ccccc1OCC(=O)OCC(=O)N1CCc2ccccc21
 : -5%	3%	26%	-3	-1%	3%	-34%	26%	2%
> CC(=O)n1cc(/C=N/NC(=O)c2ccc([N+](=O)[O-])cc2)c2ccccc21
 : -14%	-2%	-4%	-1	-4%	1%	-2%	13%	3%
> CCCCCCC1CCC(C(=O)Nn2c(C)nc3ccccc3c2=O)CC1 (stereo not drawn)
 : -17%	-4%	6%	-3	0%	10%	4%	34%[activator]	1%
> O=C(Nc1ccc2c(c1)Cc1ccccc1-2)c1ccncc1
 : -17%	2%	-13%	-1	7%	4%[57.1 µM]	9%	9%[57.1 µM]	1%
> COc1ccc(NS(=O)(=O)c2ccc3[nH]c(=O)[nH]c3c2)cc1OC
 : -2%	-5%	5%	-6	-2%	-1%	-9%	9%	-7%
> C/C(=N\OCC(=O)OCC(=O)Nc1cc(S(C)(=O)=O)ccc1Cl)c1ccc2c(c1)OCO2
 : -9%	-2%	1%	1	10%	4%	-10%	10%	20%
> O=S(=O)(O)c1ccc(N2N=C(c3ccccc3)CC2c2ccccc2)cc1 (stereo not drawn)
 : -19%	-4%	3%[11.4 µM]	-3	-1%	663%[activator]	2%	-4%	2%
> COc1cc(OC)cc(C(=O)NC2CCN(Cc3nnnn3Cc3ccc(F)cc3)CC2)c1
 : 7%	-3%	7%	-2	2%	-7%	-11%	6%[57.1 µM]	6%
> COc1ccc(OCCn2cc(/C(N)=N/O)c3ccccc32)cc1
 : -10%	-1%	13%	-3	-1%	2%	-2%	16%	7%
> Cc1ccc(NC(=O)CN(C)C(=O)C2CCC2)cc1
 : -16%	-1%	19%	-1	-2%	-7%[57.1 µM]	5%	0%	4%
> CCn1c(=O)c(C(=O)NC(C)C)c(O)c2ccccc21
 : -13%	0%	11%	-1	-3%	8%	-4%	20%	0%
> COc1ccccc1C(=O)NC(=S)Nc1ccc(N2CCN(C(=O)c3ccco3)CC2)cc1
 : -15%	-3%	-23%	0	0%	-2%	0%	11%	5%
> O=C(OCC(O)C(O)C(O)COC(=O)c1ccccc1)c1ccccc1 (stereo not drawn)
 : -15%	-2%	5%	-4	0%	5%	-3%	9%	27%
> COc1ccc(S(=O)(=O)Cc2ccc(C(=O)NCCc3cc(OC)ccc3OC)o2)cc1
 : -22%	0%	-1%	-4	0%	0%	9%	6%	0%
> CC(C)Sc1cc(N2CCOCC2)nc(-c2ccccc2)n1
 : -19%	2%	-14%	0	-7%	8%	-15%	11%	1%
> O=C(NC1CCCC1)c1cccc2c1C(=O)c1ccc(Cl)cc1S2(=O)=O
 : ?	-3%	16%	-11	0%	2%	5%	7%	0%
> CCCCN(CC)CCNC(=O)C1CCN(S(=O)(=O)c2cccc3nsnc23)CC1
 : -27%&-19%	-6%&-3%	-30%&-15%	0&-2	-3%&4%	2%&-8%	-6%&-4%	14%&-16%	-8%&-4%
> COC(=O)c1c(NC(=O)C(C)Oc2ccc(Cl)cc2Cl)sc2c1CCCC2 (stereo not drawn)
 : -16%	-4%	?	-6	3%	7%	3%	18%	10%
> COc1ccc(S(=O)(=O)N(CCc2ccccc2)CC(N)=O)cc1
 : -12%	-2%	-6%	-7	1%	4%[57.1 µM]	1%	19%[57.1 µM]	12%
> O=C(O)c1ccc(N2C(=O)CC(N3CCN(c4cccc(Cl)c4)CC3)C2=O)cc1 (stereo not drawn)
 : -19%	-4%	7%	-2	8%	5%	3%	17%	-2%
> O=C(c1ccc(Cl)c(S(=O)(=O)N2CCc3ccccc32)c1)N1CCN(c2ccccc2O)CC1
 : -10%	-3%	-2%	9	-1%	-2%	3%	0%[57.1 µM]	0%
> Cc1ccc(NC(=O)c2ccccc2NC(=O)c2cccnc2)cc1
 : -2%	-4%	-16%	-2	-1%	-13%	2%	13%[57.1 µM]	5%
> C/C=C\C=C\C(=O)Nc1cccc(C2=NOC3(C2)C[C@@H](C(N)=O)N(C(=O)C(c2ccccc2)c2ccccc2)C3)c1 (stereo partly drawn)
 : -30%	-4%	?	2	-1%	-3%	2%	13µM*	1%
> O=C(O)COc1ccc(Nc2ccccc2)cc1
 : -16%	-2%	-17%	9	1%	-4%[57.1 µM]	-9%	24%[57.1 µM]	4%
> O=C(COC(=O)c1cc([N+](=O)[O-])ccc1N1CCOCC1)NCc1ccc(Cl)cc1Cl
 : ?	-2%	-46%	2	0%	-6%	-1%	4%	1%
> Cc1ccc(C)c(S(=O)(=O)NC(CCC(N)=O)C(=O)O)c1 (stereo not drawn)
 : -12%	-2%	5%	0	-6%	10%[57.1 µM]	1%	-3%[57.1 µM]	1%
> O=C(O)CNS(=O)(=O)c1ccc2c(c1)Cc1cc(S(=O)(=O)NCC(=O)O)ccc1-2
 : -17%	-2%	2%	-1	2%	3%	1%	20%	10%
> O=C(/C=C/c1ccc(Br)cc1)NC(=S)Nc1ccc(S(=O)(=O)Nc2nccs2)cc1
 : -5%	-3%	0%	-1	-5%	11%	7%	22%	2%

# Arranged by length of the SMILES (descending): part of the list above
# Screens in order: USP1 inh	Glioma ERSR ind	RGS4 inh	LDHA inh	Vif-A3G inh	TrxR1 substrate	Vif-APOBEC3F blk	rTrxR1 inhibitor	IDH1 R132H inh
> C/C=C\C=C\C(=O)Nc1cccc(C2=NOC3(C2)C[C@@H](C(N)=O)N(C(=O)C(c2ccccc2)c2ccccc2)C3)c1 (stereo partly drawn)
 : -30%	-4%	?	2	-1%	-3%	2%	13µM*	1%
> O=C(c1ccc(Cl)c(S(=O)(=O)N2CCc3ccccc32)c1)N1CCN(c2ccccc2O)CC1
 : -10%	-3%	-2%	9	-1%	-2%	3%	0%[57.1 µM]	0%
> O=C(O)CNS(=O)(=O)c1ccc2c(c1)Cc1cc(S(=O)(=O)NCC(=O)O)ccc1-2
 : -17%	-2%	2%	-1	2%	3%	1%	20%	10%
> O=C(/C=C/c1ccc(Br)cc1)NC(=S)Nc1ccc(S(=O)(=O)Nc2nccs2)cc1
 : -5%	-3%	0%	-1	-5%	11%	7%	22%	2%
> O=C(O)c1ccc(N2C(=O)CC(N3CCN(c4cccc(Cl)c4)CC3)C2=O)cc1 (stereo not drawn)
 : -19%	-4%	7%	-2	8%	5%	3%	17%	-2%
> CCCCN(CC)CCNC(=O)C1CCN(S(=O)(=O)c2cccc3nsnc23)CC1
 : -27%&-19%	-6%&-3%	-30%&-15%	0&-2	-3%&4%	2%&-8%	-6%&-4%	14%&-16%	-8%&-4%
> COC(=O)c1c(NC(=O)C(C)Oc2ccc(Cl)cc2Cl)sc2c1CCCC2 (stereo not drawn)
 : -16%	-4%	?	-6	3%	7%	3%	18%	10%
> Cc1ccc(C)c(S(=O)(=O)NC(CCC(N)=O)C(=O)O)c1 (stereo not drawn)
 : -12%	-2%	5%	0	-6%	10%[57.1 µM]	1%	-3%[57.1 µM]	1%
> Cc1ccc(NC(=O)c2ccccc2NC(=O)c2cccnc2)cc1
 : -2%	-4%	-16%	-2	-1%	-13%	2%	13%[57.1 µM]	5%
> CC(C)Sc1cc(N2CCOCC2)nc(-c2ccccc2)n1
 : -19%	2%	-14%	0	-7%	8%	-15%	11%	1%
> O=C(O)COc1ccc(Nc2ccccc2)cc1
 : -16%	-2%	-17%	9	1%	-4%[57.1 µM]	-9%	24%[57.1 µM]	4%
